sdo1 growth – sdo1-depleted yeast growth rescue; hit rate 0.21% among 140,000; AID 817; z-score at 10 µM; S. cerevisiae sdo1-depleted JHY4D growth rescue, OD600 30 h; active compounds read high; pdr5 snq2 efflux-pump mutant strain;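 active means z-score above 3 at both the 24 hr and the 30 hr optical density reads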;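 further: z-score against mean and SD of all compound wells on the same plate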
INS promoter inh – TRM-6 insulin promoter activity inhibition. TRM-6 cells (human fetal islet line), insulin promoter-eGFP reporter, imaging; reporter expression induced with tamoxifen. inhibition, % at 2 µM. hit rate 0.9% among 130,000;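 active means inhibition above the mean plus 3 SD, with well images judged a real hit on visual review, cut at about 60% in these data, passing the limit was not always enough; inconclusive means inhibition over the cutoff but images rejected on review; inactive means inhibition not above the cutoff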
sdo1 growth Rescue 24 h – second read-out of sdo1 growth, no call of its own (marks repeat the call); z-score; S. cerevisiae sdo1-depleted JHY4D growth rescue, OD600; measured here: growth rescue at 24 h;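 0 is the plate mean of compound wells and units are plate SD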
* marks the source's active call; other numbers are inactive results; ? = inconclusive; . = not tested or not shown.

sdo1 growth | sdo1 growth Rescue 24 h | INS promoter inh | compound
0.46 | 0.08 | 39 | CS(=O)(=O)Nc1ccccc1C(=O)Nc1ccccc1Cl
-1.5 | -0.98 | . | CCCCCCOc1ccc(N2C(=O)CC(N3CCC(C(=O)OCC)CC3)C2=O)cc1 (stereo not drawn)
-0.94 | -0.24 | . | Cc1ccc(Cn2ccc(NC(=O)c3cc(-c4cccc(Cl)c4)on3)n2)cc1
-1.5 | -1.7 | 19 | O=c1c2cnn(-c3ccccc3)c2ncn1Cc1ccccc1
-2.7 | -1.7 | . | N#Cc1nc(COc2ccc(F)cc2)oc1N1CCN(Cc2ccccc2)CC1
-0.21 | -0.4 | . | CCOC(=O)CNC(=O)CSc1nnc(Cn2c(=O)sc3ccccc32)n1C
0.87 | 0.02 | -29 | O=C(O)C1C2C=CC(C2)C1C(=O)NCCc1ccncc1 (stereo not drawn)
-0.92 | -1.2 | . | O=C(O)CCN1C(=O)C(=C2CCCCCC2)SC1=S
0.43 | -0.01 | -20 | COc1ccc(-c2nc3ccccc3c(=O)n2CCCN2CCOCC2)cc1
0.16 | -0.23 | . | COCCCNC(=O)Cn1nnc(-c2ccc(NC(=O)c3ccccc3OC)cc2)n1
. | . | -27 | Fc1ccccc1NC(=S)N(CCN1CCCCCC1)Cc1cccs1
-0.27 | -1.3 | 91* | CC1(C)Cn2c(nnc2-c2cccc(O)c2)S1
. | . | 10 | Cc1ccc(NC(=O)N2CCCC2)cc1Cl
-0.38 | -1.3 | . | Cn1ncc(N=Cc2ccccc2O)c1C(=O)N1CCOCC1
-0.31 | -0.52 | 6 | COc1ccc(-c2ccc(OC)cc2C(=O)O)cc1
-0.19 | 0.57 | 29 | CCNc1nc(N2CCOCC2)nc(N(c2ccccc2)c2ccccc2)n1
. | . | -22 | CCS(=O)(=O)N1Cc2ccccc2CC1C(=O)Nc1cccc(C)c1 (stereo not drawn)
0 | -0.49 | -14 | CC(C)(C)NC(=O)NC(=O)COC(=O)C1=COCCO1
-0.7 | -0.9 | -15 | CC(=O)Nc1c(C(=O)N2CCCCCC2)cnn1-c1ccccc1Cl
0.7 | 1.5 | . | O=C(CCS(=O)(=O)c1ccccc1)Nc1nccs1
-0.77 | -0.69 | 9 | NCCCC[C@@H]1NC(=O)c2cc([N+](=O)[O-])cc(F)c2NCCCC[C@@H](C(N)=O)NC(=O)CNC1=O
0.61 | 0.43 | . | CCCc1nc2ccccc2c(C(=O)OCc2nnc(-c3cc(OC)c(OC)c(OC)c3)o2)c1CC
-1.1 | -0.59 | -12 | O=[N+]([O-])c1ccc2[nH]nc(-c3ccccc3)c2c1
0.16 | -0.36 | -8 | CC(=O)Nc1ccc(NC(=O)CN2CCCC(C)C2)c(Cl)c1 (stereo not drawn)
0.84 | 1.3 | . | Cc1ccc(S(=O)(=O)Nc2ccc(NC(=O)Nc3cccc(C(F)(F)F)c3)cc2)cc1
-0.3 | -0.7 | -9 | c1ccc(Cn2nnc3cnccc32)cc1
0.08 | -0.18 | . | CCN(C(=O)COC(=O)C(Cc1ccccc1)N1C(=O)c2ccccc2C1=O)C1CCS(=O)(=O)C1 (stereo not drawn)
. | . | -50 | O=C1c2ccccc2C(=O)c2c(NCCCN(CCO)CCO)cccc21
. | . | -38 | Cn1c(N2CCC(C(N)=O)CC2)nc2c1c(=O)n(Cc1ccc(Br)cc1)c(=O)n2C
0.22 | -0.41 | 33 | COc1ccc(C2(CNC(=O)c3cccc([N+](=O)[O-])c3)CCOCC2)cc1
-0.69 | -0.75 | -10 | Cc1cc(/C=N/NC(=O)CC2(C)OCCO2)c(C)n1-c1cc(Cl)cc(Cl)c1
0.93 | 0.14 | -9 | COc1cccc(NC(=O)C2C3C=CC(O3)C2C(=O)NCc2cccnc2)c1 (stereo not drawn)
0.69 | -0.09 | . | CCOC(=O)C1CCN(Cc2cn[nH]c2-c2ccc(C)cc2)CC1
-0.06 | 0.57 | . | COc1ccc(-c2nnc(NC(=O)CSc3ccccc3)s2)cc1OC
-0.28 | 0.77 | -31 | CSc1nc2ccccc2cc1/C=C(\C#N)c1ccc(Cl)c(Cl)c1
1.6 | 1.6 | -16 | CCc1cc(=O)n2c([nH]c3ccccc32)c1C#N
-1.1 | -0.29 | -13 | Cc1ccc(CN2CCN(/N=C\C(Br)=C\c3ccccc3)CC2)cc1
-1.2 | 0.25 | . | O=C(Nc1nc(-c2ccccc2)cs1)c1ccc(Br)o1
. | . | 31 | Cc1nc(CSc2nsc(C)c2C#N)cs1
1 | 0.58 | 42 | CSc1ncc(C(=O)O)n1-c1ccc(F)cc1
0.06 | -0.15 | -24 | CCOC(=O)C1CC=C(Cl)CC1C(=O)Nc1nccs1 (stereo not drawn)
. | . | 18 | Cc1cc(-c2c(C)[nH]n(-c3ccccc3)c2=O)n[nH]1
0.56 | 0.33 | 19 | C[N+]1(CCCCCCC(=O)/C=N/O)CCCCCC1
. | . | 14 | CN1CCN(S(=O)(=O)c2cccc(C(=O)Nc3ccccc3N3CCOCC3)c2)CC1
-0.58 | -0.61 | . | Cc1ccc(-c2nnc(NCc3nc4ccccc4[nH]3)c3ccccc23)cc1S(=O)(=O)N1CCCCC1
-0.16 | -0.27 | 43 | N#Cc1ccsc1NC(=O)CN1CCN(c2ccc(O)cc2)CC1
-1.4 | -1.4 | -14 | CC(C)(C)c1ccc(S(=O)(=O)CC(O)CSc2nc3c(cc2C#N)CCCC3)cc1 (stereo not drawn)
-0.36 | -0.3 | ? | Brc1ccc(-c2nc3ccccc3s2)s1
-2.2 | -1.7 | . | Clc1ccc(-c2nc3cnccn3c2Nc2ccc3c(c2)OCO3)cc1
-0.66 | -0.64 | -29 | Cc1nc2cc3c(cc2c(C)c1C(=O)OC(C)C)OCO3

Reformatted in markdown: entries from further up
| Structure | sdo1 growth | sdo1 growth Rescue 24 h | INS promoter inh |
| --- | --- | --- | --- |
| COc1ccc(C2(CNC(=O)c3cccc([N+](=O)[O-])c3)CCOCC2)cc1 | 0.22 | -0.41 | 33 |
| Cc1cc(/C=N/NC(=O)CC2(C)OCCO2)c(C)n1-c1cc(Cl)cc(Cl)c1 | -0.69 | -0.75 | -10 |
| COc1cccc(NC(=O)C2C3C=CC(O3)C2C(=O)NCc2cccnc2)c1 (stereo not drawn) | 0.93 | 0.14 | -9 |
| CCOC(=O)C1CCN(Cc2cn[nH]c2-c2ccc(C)cc2)CC1 | 0.69 | -0.09 | . |
| COc1ccc(-c2nnc(NC(=O)CSc3ccccc3)s2)cc1OC | -0.06 | 0.57 | . |
| CSc1nc2ccccc2cc1/C=C(\C#N)c1ccc(Cl)c(Cl)c1 | -0.28 | 0.77 | -31 |
| CCc1cc(=O)n2c([nH]c3ccccc32)c1C#N | 1.6 | 1.6 | -16 |
| Cc1ccc(CN2CCN(/N=C\C(Br)=C\c3ccccc3)CC2)cc1 | -1.1 | -0.29 | -13 |
| O=C(Nc1nc(-c2ccccc2)cs1)c1ccc(Br)o1 | -1.2 | 0.25 | . |
| Cc1nc(CSc2nsc(C)c2C#N)cs1 | . | . | 31 |
| CSc1ncc(C(=O)O)n1-c1ccc(F)cc1 | 1 | 0.58 | 42 |
| CCOC(=O)C1CC=C(Cl)CC1C(=O)Nc1nccs1 (stereo not drawn) | 0.06 | -0.15 | -24 |
| Cc1cc(-c2c(C)[nH]n(-c3ccccc3)c2=O)n[nH]1 | . | . | 18 |
| C[N+]1(CCCCCCC(=O)/C=N/O)CCCCCC1 | 0.56 | 0.33 | 19 |
| CN1CCN(S(=O)(=O)c2cccc(C(=O)Nc3ccccc3N3CCOCC3)c2)CC1 | . | . | 14 |
| Cc1ccc(-c2nnc(NCc3nc4ccccc4[nH]3)c3ccccc23)cc1S(=O)(=O)N1CCCCC1 | -0.58 | -0.61 | . |
| N#Cc1ccsc1NC(=O)CN1CCN(c2ccc(O)cc2)CC1 | -0.16 | -0.27 | 43 |
| CC(C)(C)c1ccc(S(=O)(=O)CC(O)CSc2nc3c(cc2C#N)CCCC3)cc1 (stereo not drawn) | -1.4 | -1.4 | -14 |
| Brc1ccc(-c2nc3ccccc3s2)s1 | -0.36 | -0.3 | ? |

4 of the compounds above, with bars between the fields:
Compound | sdo1 growth | sdo1 growth Rescue 24 h | INS promoter inh
Cc1ccc(-c2nnc(NCc3nc4ccccc4[nH]3)c3ccccc23)cc1S(=O)(=O)N1CCCCC1 | -0.58 | -0.61 | .
N#Cc1ccsc1NC(=O)CN1CCN(c2ccc(O)cc2)CC1 | -0.16 | -0.27 | 43
CC(C)(C)c1ccc(S(=O)(=O)CC(O)CSc2nc3c(cc2C#N)CCCC3)cc1 (stereo not drawn) | -1.4 | -1.4 | -14
Brc1ccc(-c2nc3ccccc3s2)s1 | -0.36 | -0.3 | ?

(next part)
sdo1 growth | sdo1 growth Rescue 24 h | INS promoter inh | compound
-0.81 | -0.94 | -19 | C=CCNc1nc(-c2ccccc2)c(C(=O)OCC)cc1C#N
-0.12 | 0.36 | 38 | CC1CCc2c(sc3ncnc(SCC(=O)c4ccccc4)c23)C1 (stereo not drawn)
-0.08 | 2.8 | -57 | CCC(=O)Oc1ccc(C(CC)C(CC)c2ccc(OC(=O)CC)cc2)cc1 (stereo not drawn)
-0.26 | 0.11 | -6 | COC(=O)c1cccc(Cn2c(Cl)c(/C=N/Nc3ccccc3C)sc2=O)c1
0.51 | -0.21 | -10 | CCOC(=O)c1cccc(S(=O)(=O)N2CCCC2)c1
-0.57 | -1.2 | 19 | COc1ccc(-c2[nH]c(-c3cccc(OC)c3)nc2SCC(=O)NC2CCCC2)cc1
. | . | -50 | COCCOC(=O)C1=C(C)NC(=O)NC1c1ccc(-c2ccc(F)cc2)o1 (stereo not drawn)
1 | 2 | . | COC(=O)CCN(C(C)=O)c1ccc(N)cc1
1 | 1.2 | -48 | Cc1cccc(NC(=O)CSc2nnc(-c3ccccc3)n2N)c1
. | . | -10 | CN(C)c1ccc(/C=N/NC(=O)c2ccccc2)cc1
. | . | 7 | O=C(c1ccco1)N1CCN(c2ccc([N+](=O)[O-])c(N3CCOCC3)c2)CC1
. | . | 0 | N#Cc1c2c(c(-c3ccccc3Cl)[nH]c1=S)CCCC2
0.26 | -0.31 | 34 | CC(Cl)C(=O)Nc1ncc(C(F)(F)F)cc1Cl (stereo not drawn)
0.32 | -0.34 | 43 | O=C(Nc1nc2ccc(F)cc2s1)C1=NN(c2ccccc2)C(=O)CC1
1.2 | 1.1 | 20 | Cc1cc2ccccn2c1C(C[N+](=O)[O-])c1ccc(N(C)C)cc1 (stereo not drawn)
